# Screening results (PubChem)
# DNMT1 block: inhibitors of human DNMT1. P26358. DNMT1 molecular beacon, Hinp1I cleavage, fluorescence. inhibition (reported as % activation of signal), % at 10 µM. 360,000 compounds, 0.83% hits. AID 588458; in the data active = inhibition above about 50%
# MsrA inh: bovine MsrA inhibition; AID 651718; purified bovine MsrA, absorbance read-out; inhibition, % at 15.5 µM; 360,000 compounds, 0.75% hits; in the data active = inhibition above about 4.5%;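 also: 0% = vehicle wells with enzyme and 100% = reference inhibitor wells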
# SUMO1-SIM PPI: SUMO1-SIM interaction modulation; SUMO1 binding to a labelled peptide, TR-FRET, 1 h; AID 602429; P63165; inhibition, % at 20 µM; 360,000 compounds, 0.33% hits; in the data active = inhibition above about 37%
# Target sequence (P63165 whole entry, looked up): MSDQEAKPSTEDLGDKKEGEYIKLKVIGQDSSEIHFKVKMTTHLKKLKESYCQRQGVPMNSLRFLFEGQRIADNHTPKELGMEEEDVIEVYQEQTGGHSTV
# NRP1-CendR mod: NRP-1/CendR interaction modulation. O14786. 360,000 compounds, 0.85% hits. FAM-RPARPAR peptide binding to NRP-1, fluorescence polarization. inhibition, % at 25 µM;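 active = inhibition or corrected inhibition above about 18%, plus a signal ratio from 0.5 to 1.5, limit read from the data, passing the limit was not always enough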; also: strong numbers were not always called active
# Scp-1 inhibitor: Scp-1 (human) phosphatase inhibition. Q9GZU7. Recombinant Scp1, phosphopeptide, malachite green phosphate absorbance. inhibition, % at 20 µM. 340,000 compounds, 0.88% hits;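 active = inhibition above about 50% at 20 µM, limit read from the data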;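 also: plate controls were DMSO wells with enzyme for no effect and wells lacking enzyme for full effect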
#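 Test system: SCP-1 phosphatase catalytic domain, residues 76-261; measured by: colorimetric phosphate reagent with accelerator and stabiliser, absorbance at 630 nm; timing: enzyme reaction 45 min at room temperature, colour 5 min, stabilisation 30 min; also added: Phosphorylated 17-residue peptide substrate; compound dosing: one concentration, 20 µM, with 1.0% DMSO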
# TbMetRS inhib: Trypanosoma brucei MetRS inhibition | purified T. brucei MetRS, ATP depletion, Kinase-Glo luminescence | inhibition, % at 11.9 µM | 360,000 compounds, 0.4% hits | AID 624268;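 active = inhibition above a per-plate cutoff of the control wells' mean inhibition plus 3 SD, cut at about 5.5% in these data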;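 also: 0% = DMSO wells median and 100% = median of wells with control inhibitor compound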
#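 Dosing: 11.9 µM single point; system: parasite MetRS enzyme; technique: luminescence of leftover ATP; times: 15 min enzyme-compound preincubation, 2 h reaction, 10 min detection, 25 °C; replicates: each compound tested once; read-out basis: percent inhibition relative to median high and low control wells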
# STEP block: inhibitors of human striatal-enriched phosphatase STEP | P54829 | recombinant STEP, OMFP fluorogenic substrate, fluorescence | inhibition, % at 20 µM | 360,000 compounds, 0.25% hits | AID 588621;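 active = inhibition at 20 µM, scaled per plate between control wells, above about 37%, limit read from the data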;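 also: 0% = DMSO with enzyme and substrate and 100% = substrate only without enzyme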
#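 Material: STEP (striatal-enriched tyrosine phosphatase) enzyme, cell-free | Medium: 50 mM Bis-Tris pH 6.0 with 2.5 mM DTT and 0.005% Tween 20 | Read-out: Percent inhibition scaled to no-enzyme and uninhibited-enzyme controls, plate-pattern corrected | Signal: Fluorescence read at 480 nm ex / 540 nm em | Times: 20 min reaction, room temperature, in the dark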
# eLon inh: E. coli protease La inhibition. purified E. coli Lon protease, fluorescence polarization. P0A9M0. inhibition, % at 7.94 µM. 360,000 compounds, 0.42% hits; in the data active = inhibition above about 13%, passing the limit was not always enough;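 also: 0% = enzyme with probe and DMSO and 100% = no enzyme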
# Target sequence (P0A9M0 whole entry, looked up): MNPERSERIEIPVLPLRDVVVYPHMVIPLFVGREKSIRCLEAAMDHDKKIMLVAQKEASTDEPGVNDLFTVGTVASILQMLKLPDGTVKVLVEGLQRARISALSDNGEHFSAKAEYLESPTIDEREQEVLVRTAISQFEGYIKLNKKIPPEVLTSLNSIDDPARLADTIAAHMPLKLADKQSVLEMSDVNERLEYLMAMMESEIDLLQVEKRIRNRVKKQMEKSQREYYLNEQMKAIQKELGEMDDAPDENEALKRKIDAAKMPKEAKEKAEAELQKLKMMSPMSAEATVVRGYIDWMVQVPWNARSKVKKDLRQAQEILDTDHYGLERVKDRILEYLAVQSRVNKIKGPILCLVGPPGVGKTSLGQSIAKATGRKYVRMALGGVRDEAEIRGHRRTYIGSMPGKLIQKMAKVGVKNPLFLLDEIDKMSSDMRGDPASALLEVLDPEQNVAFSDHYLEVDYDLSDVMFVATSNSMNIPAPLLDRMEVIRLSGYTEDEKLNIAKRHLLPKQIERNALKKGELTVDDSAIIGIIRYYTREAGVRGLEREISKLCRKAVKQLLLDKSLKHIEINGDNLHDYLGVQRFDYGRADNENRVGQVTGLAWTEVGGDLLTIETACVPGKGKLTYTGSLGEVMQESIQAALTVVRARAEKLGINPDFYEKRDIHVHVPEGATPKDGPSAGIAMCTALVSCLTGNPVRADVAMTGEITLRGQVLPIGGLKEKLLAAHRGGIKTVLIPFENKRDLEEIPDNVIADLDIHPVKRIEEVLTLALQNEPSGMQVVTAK
# bovine MsrA act: bovine methionine sulfoxide reductase A activation; purified bovine MsrA, absorbance read-out; activation, % at 10.6 µM; 360,000 compounds, 0.3% hits; in the data active = activation above about 7.5%;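 also: 0% = vehicle and 100% = reference activator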
# LMPTP block: blocks human LMPTP phosphatase; 360,000 compounds, 0.22% hits; P24666; recombinant LMPTP-A, OMFP fluorogenic substrate, fluorescence intensity; inhibition, % at 20 µM;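 active = compounds that cut the enzyme signal by at least half of the control window in the single-dose screen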;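 also: plate controls were DMSO wells with enzyme plus substrate for no effect and substrate without enzyme for full effect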
# Target sequence (P24666 whole entry, looked up): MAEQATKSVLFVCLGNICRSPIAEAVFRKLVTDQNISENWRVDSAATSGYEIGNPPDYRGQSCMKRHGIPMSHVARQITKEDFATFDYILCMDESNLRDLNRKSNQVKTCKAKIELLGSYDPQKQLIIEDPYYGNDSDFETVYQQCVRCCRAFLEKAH
#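 Test system – LMPTP-A phosphatase enzyme · Quantity – 0.625 nM LMPTP-A final · Reagent – OMFP substrate, 400 µM final · Dosing – one test concentration per compound, 20 µM, with 3% DMSO overall · Timing – 50 min enzyme reaction at room temperature, protected from light · Detection – fluorescence intensity · Controls – substrate-only low control, DMSO enzyme-plus-substrate high control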
# Starred values were filed as active, the others as inactive; / = no result given; & = joins results of further samples.
# The line under a structure holds: eLon inh	bovine MsrA act	LMPTP block	SUMO1-SIM PPI	MsrA inh	NRP1-CendR mod	TbMetRS inhib	Scp-1 inhibitor	STEP block	DNMT1 block
O=C1N(Cc2ccccc2)c2ccccc2C12OCCO2
  7.5	-2.1	1.3	-1.4	3.0	6.2	-0.7	-11.7	-2.3	0.3
COC(=O)C1=C(SC)N(c2ccccc2)C(c2ccccc2)CC1=O (stereo not drawn)
  0.0	-7.7	-1.6	-0.2	2.6	3.1	-0.1	1.1	1.6	-0.1
CC1CCCN(Cc2c(O)ccc3c4c(c(=O)oc23)CCCC4)C1 (stereo not drawn)
  -4.8	-5.2	0.3	-6.0	2.1	-20.1	-0.5	-10.7	-2.0	-0.5
CCN(CC)CCn1c(NCc2ccccn2)nc2ccccc21
  -2.5	-1.9	-1.4	0.8	-0.1	5.7	-0.6	2.8	-5.1	0.3
O=C(c1ccc(Cl)c([N+](=O)[O-])c1)N(Cc1cccc(Cl)c1)C1CCS(=O)(=O)C1 (stereo not drawn)
  -1.1	2.1	-1.0	-6.8	-0.3	-0.6	0.0	-7.9	-0.9	-2.6
CC(=O)Nc1ccc(N2C(=O)CSC2c2c(F)cccc2Cl)cc1 (stereo not drawn)
  -8.7	-0.6	-0.8	-1.3	1.3	0.7	1.4	-4.6	0.8	3.9
CCC(=O)Nc1ccc(-c2nnc(SCC(=O)Nc3nccs3)n2C)cc1
  1.1	-4.0	-2.4	-2.4	0.8	-4.5	-0.4	30.7	-3.6	1.9
O=C(NCCCN1CCOCC1)c1cccc(S(=O)(=O)N2CCOCC2)c1
  -10.5	-2.4	-3.2	-6.9	-0.2	-0.2	-0.2	-0.7	-3.3	-0.3
CC(=O)c1cccc(NC(=O)CCn2c(=O)oc3ccccc32)c1
  -2.4	-5.8	-2.0	2.3	0.8	5.1	-0.2	-4.7	-0.3	-0.8
COc1cc(NC(=O)Nc2ccccc2)c(OC)cc1NC(=O)CN1CCCCC1
  6.1	1.6	-1.5	6.4	0.1	11.7	-0.6	-3.1	-3.0	-5.2
C=C1CCN(c2ccc(C(=O)NCc3ccc(C)cc3)cc2[N+](=O)[O-])CC1
  14.1	-1.9	2.6	-9.7	-0.3	-1.4	-0.1	-6.5	2.9	-3.4
O=C(C1=C[C@H](c2ccccc2)C[C@H](OCc2ccc(CO)cc2)O1)N1CCN(Cc2ccccc2)CC1
  -6.9	0.0	-0.2	-2.3	0.4	-13.0	0.6	0.8	1.4	-4.5
CC(=O)c1ccc(NC(=O)c2ccccc2Sc2ncnc3sc(C)c(C)c23)cc1
  5.6	-8.3	0.2	-3.0	1.1	-1.3	-0.5	-3.7	-1.6	0.9
COc1ccc(C(=O)NC(=S)Nc2cccnc2)cc1[N+](=O)[O-]
  1.8	-5.1	-1.0	-17.3	-0.1	0.8	0.0	1.2	0.3	-1.2
CC(C)C(C(=O)NCC1CCCO1)N(C(=O)CNS(=O)(=O)c1ccc(F)cc1)c1ccccc1 (stereo not drawn)
  6.2	-0.5	-1.4	-1.5	-1.4	7.9	-0.3	0.7	-2.3	3.7
COc1ccccc1Nc1nc(C)cc(=O)[nH]1
  -1.7	-2.2	-2.3	-2.8	-0.4	-8.7	-0.6	-2.5	-1.8	0.1
COCCn1c(SCC(=O)Nc2ccc(F)cc2)nc2ccccc2c1=O
  7.6	-0.3	-1.1	-0.7	2.0	13.3	0.0	-9.9	-0.6	83.0*
O=C(C[C@@H]1C/C=C\C[C@H](Cc2ccc(F)cc2)C(=O)OC[C@@H](c2ccccc2)NC1=O)NCCO
  4.7	-12.7	2.5	2.4	1.0	5.7	-0.6	3.5	2.7	6.8
CN(C)S(=O)(=O)N1CCC(Oc2cccc(C(=O)N3CCSCC3)c2)CC1
  4.2	-4.8	0.2	1.1	0.3	3.2	-0.1	-6.0	0.7	0.2
N#C/C(=C\c1c(Oc2ccccc2F)nc2ccccn2c1=O)C(=O)NC1CCS(=O)(=O)C1 (stereo not drawn)
  -0.1	-3.0	0.7	-32.4	1.5	4.6	-0.2	-5.3	-1.3	0.4
Cc1cccc(N(CC(=O)N2CCN(c3ccccc3F)CC2)S(C)(=O)=O)c1
  -1.0	-0.1	1.3	-1.0	2.5	0.1	0.1	12.3	0.0	0.6
COCCn1c(N)c(Sc2ccc(C)cc2)c(=O)[nH]c1=O
  -5.6	-2.5	-0.3	6.0	1.6	11.6	-0.5	-1.8	-1.9	0.7
CC1=Nc2ccc(Br)cc2C(c2ccccc2)N1CC(=O)NN (stereo not drawn)
  -8.0	-3.4	-1.6	-0.4	-1.1	-11.7	-0.5	-3.4	-3.1	1.8
C/C(=N\NC(=O)c1ccc(Cl)cc1)c1cccs1
  -4.6	-0.7	-1.1	-17.0	1.1	-6.4	-0.5	-4.2	-0.4	1.5
COC(F)(C(=O)Nc1ccc2c(c1)C(=O)NC2=O)C(F)(F)F (stereo not drawn)
  -2.3	-6.5	-12.2	-6.0	1.9	-0.1	-0.2	-8.4	-3.4	2.1
C/C(=N\NC(=O)CN(c1ccccc1Br)S(C)(=O)=O)c1cccs1
  -2.1	-1.9	0.8	0.5	0.8	5.4	0.1	-8.4	3.0	-1.0
CC(C)CCNC(=O)CN(C(=O)CCC(=O)Nc1ccccn1)c1ccc2c(c1)OCCO2
  0.4	-2.9	-0.9	1.6	0.4	-4.0	-0.6	6.0	-1.3	-0.3
O=C(NS(=O)(=O)Oc1ccc(F)c(Cl)c1)OC[C@@H]1CCCN2CCCCC12 (stereo partly drawn)
  -8.6	-4.0	-0.7	0.0	-0.6	7.1	-0.3	-6.4	2.1	-0.1
Cc1cccc(C)c1NC(=O)C(CCc1ccccc1)n1c(=O)c(-c2ccccc2)nc2ccccc21 (stereo not drawn)
  /	/	3.9	-3.7	0.5	1.1	-0.2	/	/	/
O=C(COC(=O)C12CC3CC(CC(Br)(C3)C1)C2)NNC(=O)c1ccccc1
  -13.2	-3.1	0.4	6.7	1.4	1.8	-0.1	-10.4	-3.4	1.1
Cc1ccc(C(=O)N(CC(=O)NC2CCCC2)c2ccccc2C)s1
  9.7	0.3	1.5	-2.2	0.1	4.5	-0.8	-8.3	-1.7	-0.1
O=C(Nc1ccccc1)c1cc2c(=O)c3ccccc3oc2nc1C(F)(F)F
  -0.3	-1.1	-0.5	-1.0	1.4	-4.4	-0.1	-4.6	1.3	15.0
OC(CNCc1ccccc1C(F)(F)F)C(F)(F)F (stereo not drawn)
  7.3	-0.6	1.4	-4.4	1.3	6.0	0.2	-4.6	0.0	1.7
CCN(CC)S(=O)(=O)c1cccc(-c2nnc(SC(C)C(N)=O)n2CCc2ccccc2)c1 (stereo not drawn)
  -5.3	-4.3	-1.6	2.0	0.5	14.9	-1.1	2.1	-2.3	0.4
O=C1/C(=C\c2cc(Br)cc(Br)c2O)SC(=S)N1Cc1ccccc1
  -56.0	-3.6	10.4	18.1	/	-124.5	-0.2	7.4	10.1	64.5*
COc1ccc(NC(=O)CN(C)C(=O)CCNC(=O)Nc2ccccc2)cc1
  -4.8	-0.5	-0.2	0.9	-0.8	-0.6	0.1	-2.0	1.6	-0.1
COc1ccccc1N1CCN(C(=O)c2nn(C)c3c2CS(=O)(=O)c2ccccc2-3)CC1
  -6.5	-2.7	-1.6	-1.1	-0.2	-1.8	-0.1	-7.4	-2.3	3.3
COc1cc(NC(=O)c2cnc(N)s2)cc(C(=O)Nc2cccc(C(F)(F)F)c2)c1
  -7.7	-1.2	1.3	6.6	-0.1&-0.1	7.5	-0.6	-2.7	-1.6	-17.5
O=C(c1cc2cc3ccc(Cl)cc3nc2o1)N1CCN(Cc2ccc3c(c2)OCO3)CC1
  11.1	-0.9	0.3	-5.6	2.1	-5.9	0.5	6.0	0.0	-1.3
O=C(CSc1nnc(-c2ccncc2)n1-c1ccccc1Cl)Nc1ccc(C(=O)O)cc1
  -3.0	-14.7	0.4	4.3	0.6	-2.2	-0.8	7.2	0.3	11.0

# DNMT1 block, entries above that show a hit.
# The line under a structure holds: eLon inh	bovine MsrA act	LMPTP block	SUMO1-SIM PPI	MsrA inh	NRP1-CendR mod	TbMetRS inhib	Scp-1 inhibitor	STEP block	DNMT1 block
COCCn1c(SCC(=O)Nc2ccc(F)cc2)nc2ccccc2c1=O
  7.6	-0.3	-1.1	-0.7	2.0	13.3	0.0	-9.9	-0.6	83.0*
O=C1/C(=C\c2cc(Br)cc(Br)c2O)SC(=S)N1Cc1ccccc1
  -56.0	-3.6	10.4	18.1	/	-124.5	-0.2	7.4	10.1	64.5*

# Going on with the list.
# The line under a structure holds: eLon inh	bovine MsrA act	LMPTP block	SUMO1-SIM PPI	MsrA inh	NRP1-CendR mod	TbMetRS inhib	Scp-1 inhibitor	STEP block	DNMT1 block
CC1(C)C(=O)Nc2ccccc2N1C(=O)CN1C(=O)C(=O)N(C2CCCC2)C1=O
  -1.5	-1.8	0.0	0.5	0.5	-0.6	0.3	-8.0	3.1	0.4
CCSc1ncc(Cl)c(C(=O)Nc2ccc(S(N)(=O)=O)cc2)n1
  -8.6	-1.4	0.2	-9.3	1.9	1.3	-0.3	-5.7	-2.0	0.3
CCC(C)(C(=O)NC1CCCCC1)N(Cc1ccco1)C(=O)CC1NC(=O)NC1=O (stereo not drawn)
  -4.5	-4.5	-0.5	-2.9	-0.1	11.3	-0.5	-4.2	-2.2	6.4
O=C(COc1ccccc1)Nc1ccccc1C(=O)NC1CC1
  -7.5	-3.3	-1.2	3.9	0.2	-4.5	-0.3	-4.7	-0.2	1.6
CN=C(Nc1ccccc1)SC1CC(=O)N(c2ccc(C(=O)OC)cc2)C1=O (stereo not drawn)
  -0.2	0.6	1.4	1.2	0.1	16.1	0.0	-10.8	-0.3	-8.7

# Three entries out of the list above, arranged by the value under LMPTP block, high to low.
SMILES	eLon inh	bovine MsrA act	LMPTP block	SUMO1-SIM PPI	MsrA inh	NRP1-CendR mod	TbMetRS inhib	Scp-1 inhibitor	STEP block	DNMT1 block
CN=C(Nc1ccccc1)SC1CC(=O)N(c2ccc(C(=O)OC)cc2)C1=O (stereo not drawn)	-0.2	0.6	1.4	1.2	0.1	16.1	0.0	-10.8	-0.3	-8.7
CCSc1ncc(Cl)c(C(=O)Nc2ccc(S(N)(=O)=O)cc2)n1	-8.6	-1.4	0.2	-9.3	1.9	1.3	-0.3	-5.7	-2.0	0.3
O=C(COc1ccccc1)Nc1ccccc1C(=O)NC1CC1	-7.5	-3.3	-1.2	3.9	0.2	-4.5	-0.3	-4.7	-0.2	1.6

# Rows were taken by chance. Share with any hit: about 4.3%.
